SMN2 splice enh: SMN2 splice variant enhancement; Potency, µM (doses to about 46.1 µM), for inactives: top-dose activity change, positive = activation, most hits filed as activators; hit rate 2.8% among 210,000; HEK293 SMN2-luciferase splicing reporter, luminescence, 30-36 h; also: % of control where 0% means no effect; nearly all actives have a fitted effect of over 55% in size
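HEK293 cells carry an SMN2 minigene-luciferase reporter in which exon 7 inclusion puts luciferase in frame. Cells were seeded at 2000 cells/well, attached for 10-12 hours, then exposed to compounds for 30-36 hours at 37C before ONE-Glo luminescence.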
NPSR antag: antagonists of human neuropeptide S receptor cAMP signaling. Q6W5P4. CHO-NPSR cells, cAMP TR-FRET, antagonist mode. Potency, µM (doses to about 38.3 µM), for inactives: top-dose activity change, negative = inhibition, usual class: inhibitors. hit rate 1% among 220,000. AID 1461; also: % is scaled to controls: 0 for no effect and ±100 for the full control effect; nearly all actives have a fitted effect of over 50% in size; many of its hits are not listed in these tables
KDM4E inh: inhibitors of human JMJD2E histone demethylase. B2RXH2. JMJD2E catalytic domain, FDH-coupled NADH fluorescence (FDH is formaldehyde dehydrogenase). Potency, µM (highest dose often 57.1 µM), for the others: top-dose activity change, negative = inhibition, actives largely listed as inhibitors. hit rate 1.6% among 230,000; active = well fitted inhibition curve with a large enough effect, not every such curve was filed as active; inconclusive = small, poorly fitted or top-dose-only effect, or another doubt; inactive = no such curve, though single readings can be large or run the other way;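 also: 0% = wells with enzyme and -100% = buffer wells without enzyme; nearly all actives have a fitted effect of over 50% in size; many of its hits are not listed in these tables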
RECQ1 helicase: RECQ1 (human) helicase inhibition | P46063 | RECQ1 DNA unwinding, red fluorescence kinetic read | Potency, µM (series often up to 57.3 µM), inactives show at the top dose activity, negative = inhibition, hits mostly inhibitors | hit rate 0.54% among 240,000 | AID 2549;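 also: plate controls were vehicle for no effect and no enzyme for full effect; nearly all actives have a fitted effect of over 30% in size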
Target sequence (P46063 whole entry, looked up): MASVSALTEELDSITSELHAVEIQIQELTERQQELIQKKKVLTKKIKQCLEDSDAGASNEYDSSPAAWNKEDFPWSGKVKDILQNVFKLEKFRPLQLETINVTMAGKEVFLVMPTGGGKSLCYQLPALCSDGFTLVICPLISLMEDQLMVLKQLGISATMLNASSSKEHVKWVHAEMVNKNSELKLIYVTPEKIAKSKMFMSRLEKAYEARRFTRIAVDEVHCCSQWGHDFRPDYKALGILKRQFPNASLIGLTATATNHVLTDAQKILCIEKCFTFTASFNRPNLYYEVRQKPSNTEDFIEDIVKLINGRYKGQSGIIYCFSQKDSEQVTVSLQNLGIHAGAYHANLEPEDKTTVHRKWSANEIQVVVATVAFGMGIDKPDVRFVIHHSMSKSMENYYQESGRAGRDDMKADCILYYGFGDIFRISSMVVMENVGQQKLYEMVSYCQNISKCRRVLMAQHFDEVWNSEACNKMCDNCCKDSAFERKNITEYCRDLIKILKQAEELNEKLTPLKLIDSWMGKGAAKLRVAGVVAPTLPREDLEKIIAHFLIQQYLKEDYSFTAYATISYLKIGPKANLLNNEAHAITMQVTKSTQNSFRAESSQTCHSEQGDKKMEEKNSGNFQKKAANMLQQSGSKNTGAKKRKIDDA
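RECQ1T1 50 nM; forked duplex (20 bp + 30-nt ss tails) 200 nM, ATP 2 mM final; pH 8.0, 2 mM MgCl2, 2.5 ug/ml poly(dI-dC); 15 min compound preincubation; discontinuous kinetic read over 2 h at RT.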
Epigenetic reg: epigenetic control regulation, reporter derepression; murine LDR cells, GFP reporter derepression, 30 h; hit rate 0.2% among 280,000; Potency, µM (titrated, usually from 53.9 µM), without a hit: top-dose GFP activation, hits mostly activators; also: % of control where 0% means no effect; nearly all actives have a fitted effect of over 60% in size
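Murine LDR cells carrying a silenced, genomically integrated CMV-driven GFP reporter were exposed to compound for 30 hours at 37 C. After PBS washes, GFP-positive cells (20–120 um objects) were counted by laser-scanning microplate cytometry.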
RGS12 GoLoco inh: blocks human Gai1 binding to RGS12 GoLoco peptide, red readout; Potency, µM (series often up to 61.6 µM), inactives show top-dose activity, negative = inhibition, actives largely listed as inhibitors; AID 880; Gai1:RGS12 GoLoco peptide FP, rhodamine, 10 min; hit rate 0.44% among 230,000; active = well fitted inhibition curve with a large enough effect, not every such curve was filed as active; inactive = no such curve, though single readings can be large or run the other way; also: % is scaled to controls: 0 for no effect and ±100 for the full control effect; nearly all actives have a fitted effect of over 30% in size; many of its hits are not listed in these tables
Target sequence (P63096 whole entry, looked up): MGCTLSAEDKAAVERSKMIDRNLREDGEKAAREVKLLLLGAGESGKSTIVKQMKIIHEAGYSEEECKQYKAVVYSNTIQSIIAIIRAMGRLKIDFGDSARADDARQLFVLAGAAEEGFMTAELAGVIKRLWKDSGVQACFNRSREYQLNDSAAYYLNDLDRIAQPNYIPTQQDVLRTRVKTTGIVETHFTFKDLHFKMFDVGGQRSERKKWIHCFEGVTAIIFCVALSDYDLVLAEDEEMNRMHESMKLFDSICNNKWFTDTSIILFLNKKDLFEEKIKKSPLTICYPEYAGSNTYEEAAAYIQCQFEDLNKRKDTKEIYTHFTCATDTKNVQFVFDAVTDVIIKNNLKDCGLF
Luc counter: counter-screen: inhibitors of Kinase-Glo firefly luciferase; Q27757; Kinase-Glo luciferase, ATP luminescence, 8 min; Potency, µM (highest dose often 38.3 µM), for the others: at the highest dose activity change, negative = inhibition, hits mostly inhibitors; hit rate 0.28% among 200,000; AID 1379; also: % is scaled to controls: 0 for no effect and ±100 for the full control effect; nearly all actives have a fitted effect of over 60% in size
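Luminescence was the read-out, taken after 8-minute incubation at ambient temperature. Luciferase turned over luciferin with 10 uM ATP in imidazole pH 7.2 buffer containing KCl, MgCl2, Tween 20 and BSA.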
IMPase Li inh: IMPase inhibition in cells with lithium potentiation; hit rate 0.35% among 210,000; CHO-M1 cells, IP1 TR-FRET (IP-One), carbachol + lithium; Potency, µM (top dose mostly 59.4 µM), for inactives: top-dose activity, negative = IMPase inhibition, actives largely listed as inhibitors;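 also: IP1 builds up when IMPase is blocked and the TR-FRET signal falls; plate controls were basal vehicle for no effect and high inhibitor control for full effect; nearly all actives have a fitted effect of over 50% in size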
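CHO cells stably expressing M1 receptor (2000/well, cultured 16–30 h) treated 30 min at 37C with compound plus low lithium. Cytosolic IP1 by TR-FRET (665/620 ratio and 620 channel) after 10 min lysis; AC50 by Hill fit.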
* = called active by the depositor; i = inactive; ? = inconclusive; / = no result given; & = joins results of further samples; [ ] = another dose, or the depositor's remark. Unless noted, calls follow the shape of the dose curve; as a rule, active = well fitted curve in the direction sought with a large enough effect; inconclusive = small, poorly fitted or top-dose-only effect, or another doubt; inactive = no such curve, though single readings can be large; an effect the other way counts as inactive or inconclusive. Potency is read from the fitted curve at half-maximal effect. Only part of the results is shown. The share of hits here may be higher or lower than overall.

SMILES	SMN2 splice enh	NPSR antag	KDM4E inh	RECQ1 helicase	Epigenetic reg	RGS12 GoLoco inh	Luc counter	IMPase Li inh
N#Cc1cccc(-c2cn(S(=O)(=O)c3ccc(Cl)cc3)nc2N)c1	-1%	-27%[46.1 µM]	-4%	i	0.0%	8%	3%	32%[38.3 µM]
O=[N+]([O-])c1ccc(OCCn2cnc3ccccc32)cc1	-2%	-7%	6%	5%	3.6%	5%	0%	2%
COc1ccc(C(CCN)Cc2ccccc2)cc1 (stereo not given)	-29%	-5%	-5%	6%	1.1%	2%	-3%	14%
CCN(CC)C(=O)COc1cc(C)c(Cl)c(C)c1	-6%	28%[46.1 µM]	9%	-3%	1.2%	-7%	0%	1%
COc1ccc(-c2nnc3n2N=C(C)CS3)cc1	-8%	-20%[46.1 µM]	-1%	-1%	0.5%	8%	1%	-14%[38.3 µM]
CCCOc1ccc(C(=O)Nc2ccc(N3CCN(C(C)=O)CC3)cc2)cc1	-47%[inhibitor]	-6%[46.1 µM]	-23%	0%	-1.1%	10%	-2%	2%
COC(=O)Cn1c(C)c(C(C)=O)c(C(C)=O)c1C	7%	8%[46.1 µM]	-1%	i	-0.3%	-2%	0%	-7%[38.3 µM]
COc1c(C)cc(Br)cc1C(=O)Nc1ccc(N2CCN(S(C)(=O)=O)CC2)cc1	0%	1%[46.1 µM]	-7%	2%	0.9%	1%	-2%	20%[38.3 µM]
O=[N+]([O-])c1nn(-c2ccc3c(c2)OCCO3)n(O)c1=NCc1ccccc1Cl	13µM*	8%[46.1 µM]	-3%	-8%	1.2%	2%	-16%	-19%[38.3 µM]
CC1CC(C)CN(S(=O)(=O)c2ccc(C(C)(C)C)cc2)C1 (stereo not given)	-14%	-59%	3%	i	-0.1%	4%	-3%	15%
Cc1ccnc(NS(=O)(=O)c2cccc([N+](=O)[O-])c2)c1	/	12%	-2%	18%	-2.8%	-5%	/	/
COCCCn1c(SCC(=O)c2ccccc2)nc2ccccc2c1=O	-15%	-42%	2%	-16%	-1.3%	2%	3%	-8%
CC1(C)CC(=O)C(C=NCCc2ccc(O)cc2)=C(O)C1	-8%	-6%[46.1 µM]	5%	-14%	-10%	0%	3%	0%[38.3 µM]
CN(C)CCn1c(=O)n(-c2cccc(Cl)c2)c(=O)c2c3c(sc21)CCCCC3	/	43%	-3%	i	-1.3%	4%	/	/
CC(=O)C1CCC2C3CCC4=CC(=O)CC[C@]4(C)[C@@]3(F)C(O)C[C@]12C (stereo not given in full)	/	-8%	0%	-7%	3.8%	8%	/	/
CCn1nnc(NC(=O)c2cccc(-c3cc4ccccc4oc3=O)c2)n1	13µM*	-2%[46.1 µM]	?	-10%	-0.8%	3%	1%	1%[38.3 µM]
CC1(C(=O)N2CC3(CC(c4ccccc4)=NO3)C[C@H]2C(=O)NCC(N)=O)CC1 (stereo not given in full)	-11%	2%[46.1 µM]	-7%	0%	0.0%	-3%	-2%	8%[38.3 µM]
Cn1nc(C(F)(F)F)c(-c2ccccc2)c1NC(=O)c1ccco1	/	14%	-10%	-3%	0.0%	8%	/	/
O=C(NCc1ccco1)c1nc2ccccc2s1	?	-3%[46.1 µM]	-1%	0%	1.0%	8%	-3%	20%[38.3 µM]
CNC(=O)N(c1ccccc1)c1ccccc1	3%&1%	-8%[46.1 µM]	12%	0%&-4%	-1.0%	2%&1%	-1%	-17%[38.3 µM]

Quoted from the listing:
Epigenetic reg with COC(=O)Cn1c(C)c(C(C)=O)c(C(C)=O)c1C → -0.3%
SMN2 splice enh with CCCOc1ccc(C(=O)Nc2ccc(N3CCN(C(C)=O)CC3)cc2)cc1 → -47%[inhibitor]
KDM4E inh with COc1ccc(C(CCN)Cc2ccccc2)cc1 (stereo not given) → -5%
NPSR antag with CN(C)CCn1c(=O)n(-c2cccc(Cl)c2)c(=O)c2c3c(sc21)CCCCC3 → 43%

The listing picks up; the two compounds before the break are reprinted first.
SMILES	SMN2 splice enh	NPSR antag	KDM4E inh	RECQ1 helicase	Epigenetic reg	RGS12 GoLoco inh	Luc counter	IMPase Li inh
O=C(NCc1ccco1)c1nc2ccccc2s1	?	-3%[46.1 µM]	-1%	0%	1.0%	8%	-3%	20%[38.3 µM]
CNC(=O)N(c1ccccc1)c1ccccc1	3%&1%	-8%[46.1 µM]	12%	0%&-4%	-1.0%	2%&1%	-1%	-17%[38.3 µM]
O=C(COC(=O)c1cc[n+]([O-])cc1)Nc1ccc(F)c([N+](=O)[O-])c1	/	7%	-3%	3%	-2.0%	31%[activator]	2%	1%
O=C(Nc1ccccc1N1CCOCC1)c1cc(-c2ccco2)nc2ccccc12	0%	?	?	-27%	-0.1%	7%	18%	20%[38.3 µM]
O=C(Nc1ccc(-c2cnco2)cc1)c1ccc(Cl)cc1	/	-11%	?	3%	1.1%	0%	/	/
O=C1CC(N2CCN(Cc3ccccc3)CC2)C(=O)N1 (stereo not given)	0%	7%	5%	i	-0.1%	-12%	0%	3%
COc1ccc(S(=O)(=O)Nc2nnc(Cc3ccc(OC)c(OC)c3)s2)cc1	13%	4%	-8%	17%	5.2%	45%[activator]	5%	8%
Cc1nnc(NC(=O)c2cccc(S(=O)(=O)N3CCOCC3)c2)s1	28%	-8%[46.1 µM]	-5%	i	-2.0%	3%	-3%	19%[38.3 µM]
Cn1cccc1/C=C1\SC(=O)N(c2ccccc2)C1=O	11µM*	13%	-3%	-6%	-1.9%	59%[activator]	3%	-26%
COc1cc(NC(=O)Cn2nnc(-c3ccncc3)n2)cc(OC)c1	-33%[inhibitor]	-3%[46.1 µM]	?	13%	0.0%	4%	3%	4%[38.3 µM]
COc1ccc(NC(=S)NN2CCN(C)CC2)cc1OC	19%	19%	5%	-14%	-1.0%	8%	3%	-1%
CC(=S)/C=C1\Sc2ccccc2N1C	-21%	-14%[46.1 µM]	-11%	12%	0.0%	112%[activator]	-1%	5%[38.3 µM]
N#CC1=C(SCc2ccccc2)NC(=O)CC1c1cccc(O)c1 (stereo not given)	-5%	-1%[46.1 µM]	1%	-4%	-1.2%	-8%	-4%	-14%[38.3 µM]
O=C(O)c1ccc(N2C(=O)C3C4c5ccccc5C(Br)(c5ccccc54)C3C2=O)cc1 (stereo not given)	/	24%	-3%	1%	1.0%	8%	0%	12%
O=S(=O)(NCc1cn2ccccc2n1)c1cccs1	/	18%	0%	0%	-1.0%	10%	/	/
COc1ccc(CNC(=O)CN(c2cc(C)cc(C)c2)S(=O)(=O)c2c(C)noc2C)cc1	1%	-6%[46.1 µM]	3%	-3%	0.7%	4%	2%	12%[38.3 µM]
O=C(Nc1cccc(F)c1)c1sc(Cl)nc1-c1ccccc1	?	-49%	0%	-10%	3.5%	4%	-3%	?
COc1ccc(C(=O)N2CCC3(CCN(C(=O)Nc4cccc(F)c4)CC3)CC2)cc1	-28%	/	/	i	/	7%	-7%	0%
COC(=O)c1ccc(CN2[C@@H]3C[C@@H](O)CC[C@@H]3C[C@H]2C(=O)OC)cc1	8%	/	-4%	-2%	1.4%	2%	1%	-4%
Cc1nc(S(=O)(=O)Cc2ccccc2Cl)nc2c1CCC2	4%	12%	-4%	28%	2.1%[10.1 µM]	33%[activator]	-1%	-8%
CC(C)(C)NC(=O)NC(=O)COC(=O)CNC(=O)C1CCCCC1	10%	4%	4%	i	-1.8%	7%	-1%	-3%
CC(=O)NC1CSCC1OC(C)=O (stereo not given)	-11%	-6%[46.1 µM]	1%	i	-1.3%	5%	-3%	-5%[38.3 µM]

Limited to SMN2 splice enh, for some of the entries so far:
| structure | SMN2 splice enh |
| --- | --- |
| Cc1nnc(NC(=O)c2cccc(S(=O)(=O)N3CCOCC3)c2)s1 | 28% |
| Cn1cccc1/C=C1\SC(=O)N(c2ccccc2)C1=O | 11µM* |
| COc1cc(NC(=O)Cn2nnc(-c3ccncc3)n2)cc(OC)c1 | -33%[inhibitor] |
| COc1ccc(NC(=S)NN2CCN(C)CC2)cc1OC | 19% |
| CC(=S)/C=C1\Sc2ccccc2N1C | -21% |
| N#CC1=C(SCc2ccccc2)NC(=O)CC1c1cccc(O)c1 (stereo not given) | -5% |

Additional compounds follow:
SMILES	SMN2 splice enh	NPSR antag	KDM4E inh	RECQ1 helicase	Epigenetic reg	RGS12 GoLoco inh	Luc counter	IMPase Li inh
CC1=C(C(=O)Nc2ccc(F)cc2)C(c2cccc(C)c2)n2nc(CCCO)nc2N1 (stereo not given)	4%	-2%[46.1 µM]	-10%	0%	-0.8%	8%	0%	22%[38.3 µM]
CCOC(=O)c1sc2nc(C(C)C)c3c(c2c1N)CC(C)(C)OC3	-20%	8%[46.1 µM]	?	-1%	-6.0%	1%	-3%	-14%[38.3 µM]
C=CCOc1c(Br)cc(CNc2ccc3[nH]c(=O)[nH]c3c2)cc1OCC	-7%	-1%	-8%	i	-3.2%	11%	0%	10%
Cc1ccc(SCCC(=O)NC2CC2)cc1	9%	11%	-4%	i	1.8%	13%	-2%	7%
Cc1ccc(S(=O)(=O)/N=C(/c2ccc(F)cc2)N2CCCC2)cc1	-6%	0%	0%	-1%	-0.1%	11%	0%	1%
Cc1ccc(S(=O)(=O)N(C)c2ccc(N)cc2)cc1	-21%	-8%[46.1 µM]	0%	i	1.5%	2%	-2%	21%[38.3 µM]
CC(C)(C)c1ccc(Cn2nnc3c(=O)[nH]c(C4CCCN(C(=O)Cc5cccs5)C4)nc32)cc1 (stereo not given)	-55%[inhibitor]	?	-2%	-1%	-2.2%	21%	-8%	23%[38.3 µM]
Cc1cccc(NC(=O)CSc2cc(C)c(C#N)c3nc4ccccc4n23)c1	/	?	13%	i	?	10%	/	/
Cc1nc(SCC(=O)N2CC(=O)Nc3ccccc32)c2c(C)c(C)sc2n1	/	-21%[46.1 µM]	2%	2%	-1.8%	/	/	/
COC(=O)c1ccc(C2C(Oc3ccc(OC)cc3)C(=O)N2CCc2ccc(OC)c(OC)c2)cc1 (stereo not given)	2%	13%	-7%	-4%	-1.1%	-9%	-2%	13%
N#CC1=C2Nc3ccccc3N2C(=O)NC1(c1ccccc1)C(F)(F)F (stereo not given)	23%	-8%[46.1 µM]	?	-3%	-1.0%	-4%	-2%	15%[38.3 µM]
CCN(CC)CCOC(c1ccccc1)c1ccc(C)cc1 (stereo not given)	-27%	1%	-4%	2%	0.3%	7%	0%	16%

Assay outcomes: PubChem BioAssay, National Center for Advancing Translational Sciences (NCATS)
